MBD2 inh: inhibitors of MBD2 binding to methylated DNA, primary screen, biochemical, TR-FRET, DNA-binding domain, human. Methyl-CpG-binding domain protein 2 (Homo sapiens), Q9UBB5. MBD2 binding to methylated oligonucleotide. inhibition, % at 4.4 µM. 370,000 compounds, 0.31% hits. AID 686964, 2013; in the data active = inhibition above about 13%
mABHD4 FP: ABHD4 inhibitors, primary screen, biochemical, fluorescence polarization, mouse; inhibition, % at 8.92 µM; 370,000 compounds, 0.54% hits; (Lyso)-N-acylphosphatidylethanolamine lipase (Mus musculus), Q8VD66; AID 720543, 2013; purified mABHD4, FP-Rh probe fluorescence polarization;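 active = inhibition exceeding the mean over every tested compound plus 3 SD, cut at about 30% in these data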;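 note: 0% = plate median of compound wells and 100% = S159A mutant with DMSO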
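Test system: mABHD4 protein; Read-out basis: % inhibition; Incubation: 45 min + 60 min at 25 °C; Repeats: single replicate; Technique: fluorescence polarization with parallel and perpendicular emission, 525/598 nm; Compound: 8.92 µM, single dose; Benchmarks: full inhibition S159A mutant plus DMSO, zero as sample-well median.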
SIAE primary: human SIAE inhibitors, primary screen, biochemical, fluorescence polarization, FP-Rh probe, 1536-well HTS. Sialate O-acetylesterase (Homo sapiens), Q9HAT2. SIAE FP-Rh probe binding. inhibition, % at 9.66 µM. 370,000 compounds, 0.69% hits. AID 1053197, 2014;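 active = inhibition above a cutoff: mean of compounds within the control limits plus 3 SD of those, cut at about 17% in these data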;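 note: 0% = plate median of compound wells and 100% = probe without SIAE protein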
HTRA1 inh: HTRA1 serine protease inhibitors, primary screen, biochemical, fluorescence polarization, HTS | Q92743 | recombinant HTRA1, FP-rhodamine activity-based probe | inhibition, % at 5.96 µM | 340,000 compounds, 0.5% hits; in the data active = inhibition above about 36%;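 note: 0% = enzyme with DMSO and 100% = wells lacking enzyme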
NPR2 activator: human GC-B receptor activators, primary screen, HEK293 GC-B cells, cGMP TR-FRET, EC30 CNP; Atrial natriuretic peptide receptor 2 (Homo sapiens), P20594; 0% at EC30 CNP, 100% saturating CNP; activation, % at 10 µM; 370,000 compounds, 0.11% hits; AID 1920062, 2024;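 active = activation at 10 µM reaching about 35% in either raw or pattern-adjusted values, limit read from the data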
Target sequence (P20594 whole entry, looked up): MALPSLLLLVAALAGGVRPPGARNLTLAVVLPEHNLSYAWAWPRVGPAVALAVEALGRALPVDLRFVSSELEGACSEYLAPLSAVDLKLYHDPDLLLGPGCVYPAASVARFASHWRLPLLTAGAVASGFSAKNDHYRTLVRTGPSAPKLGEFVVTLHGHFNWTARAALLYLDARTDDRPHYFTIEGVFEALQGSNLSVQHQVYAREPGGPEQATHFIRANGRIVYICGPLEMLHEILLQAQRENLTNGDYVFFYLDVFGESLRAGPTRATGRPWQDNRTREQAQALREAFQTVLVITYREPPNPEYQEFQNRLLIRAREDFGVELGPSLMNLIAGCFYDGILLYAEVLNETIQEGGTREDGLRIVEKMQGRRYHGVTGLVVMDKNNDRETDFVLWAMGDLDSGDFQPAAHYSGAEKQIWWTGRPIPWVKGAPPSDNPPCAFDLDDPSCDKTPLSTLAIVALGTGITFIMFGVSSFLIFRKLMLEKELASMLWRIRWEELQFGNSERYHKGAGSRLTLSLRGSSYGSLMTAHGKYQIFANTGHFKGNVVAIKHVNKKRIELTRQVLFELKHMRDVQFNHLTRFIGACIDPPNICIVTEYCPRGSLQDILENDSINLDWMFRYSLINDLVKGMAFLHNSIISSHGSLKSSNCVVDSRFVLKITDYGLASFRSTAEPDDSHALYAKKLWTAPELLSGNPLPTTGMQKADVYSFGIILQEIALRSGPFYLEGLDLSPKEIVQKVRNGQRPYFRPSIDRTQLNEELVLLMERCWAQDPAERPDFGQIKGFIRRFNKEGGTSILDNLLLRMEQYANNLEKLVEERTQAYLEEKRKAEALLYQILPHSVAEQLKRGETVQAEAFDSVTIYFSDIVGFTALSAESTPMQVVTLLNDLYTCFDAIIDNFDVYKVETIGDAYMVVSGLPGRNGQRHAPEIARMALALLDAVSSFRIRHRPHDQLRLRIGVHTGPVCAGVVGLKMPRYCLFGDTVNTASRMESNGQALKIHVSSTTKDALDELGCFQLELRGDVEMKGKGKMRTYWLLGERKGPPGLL
TDP2 absorb: human TDP2 enzyme inhibitors, primary screen, biochemical, epi absorbance, recombinant enzyme | Tyrosyl-DNA phosphodiesterase 2 (Homo sapiens), O95551 | T5PNP hydrolysis, p-nitrophenol absorbance 415 nm | inhibition, % at 12.8 µM | 370,000 compounds, 0.34% hits | AID 720702, 2013;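 active = inhibition above the mean of all tested compounds plus 3 SD, set per campaign, cut at about 25% in these data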;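 note: 0% = DMSO with enzyme and 100% = buffer with substrate but no TDP2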
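Assay system: recombinant human TDP2 / Reagent: T5PNP substrate at 5 mM, a TopII-DNA adduct mimic / Measured by: epi absorbance from released p-nitrophenol / Evaluation: % inhibition relative to enzyme-containing and enzyme-free wells / Control set: enzyme-free and DMSO wells / Replicates: each compound tested once, singlicate / Schedule: enzyme reaction with compound for 2 h at 37 °C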
TCR-CD3 inh: inhibitors of human TCR-CD3 interaction, primary screen, biochemical, fluorescence, TAMRA-labeled TCR probe; AID 651800, 2012; T-cell receptor (TCR); inhibition, % at 9.4 µM; 360,000 compounds, 0.37% hits; in the data active = inhibition above about 19%;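 note: recombinant mutant TCR 2C K166C tagged with TAMRA read by polarization; 0% = receptor in buffer alone and 100% = receptor with positive control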
rCAG RNA binder: binders of r(CAG) RNA repeats, primary screen, biochemical, fluorescence; r(CAG) RNA repeat, TO-PRO-1 dye displacement fluorescence; 370,000 compounds, 1.3% hits; AID 651821, 2012; inhibition, % at 3 µM;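 active = inhibition above the plate cutoff, the mean of all test compounds on that plate plus 3 SD, cut at about 35% in these data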;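 note: 0% = DMSO alone and 100% = 100 µM mitoxantrone as full dye displacement; higher means more dye released from RNA so lower well fluorescence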
PRMT1 inh: PRMT1 methyltransferase inhibitors, primary screen, biochemical, fluorescence polarization; recombinant PRMT1, activity-based probe fluorescence polarization; AID 652257, 2013; 370,000 compounds, 1.3% hits; inhibition, % at 2.79 µM; Protein arginine N-methyltransferase 1 (Homo sapiens), Q99873;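 active = inhibition above about 21% made by adding two undisclosed values, limit read from the data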
LEDGF integ inh: blockers of LEDGF/p75-dependent integrase strand transfer – biochemical, TR-FRET, high throughput, primary screen. TR-FRET IN-LEDGF/p75 DNA integration, Eu/Cy5. AID 743269, 2014. 370,000 compounds, 0.64% hits. inhibition, % at 3.7 µM;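 active = inhibition above the screen-wide mean plus 3 SD, cut at about 13% in these data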;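 note: signal is the Cy5 over europium emission ratio at 671 and 618 nm; 0% = plate median of compound wells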
The depositor's hits bear a star; / = not tested or not shown.

SMILES	MBD2 inh	mABHD4 FP	SIAE primary	HTRA1 inh	NPR2 activator	TDP2 absorb	TCR-CD3 inh	rCAG RNA binder	PRMT1 inh	LEDGF integ inh
COc1ccc(S(=O)(=O)N2CC(=O)Nc3ccccc32)cc1Cl	0	0	-15	0	-5	-12	7	4	5	-1
CC1(C)CC(=O)C=C(c2ccc(COC(=O)C(c3ccccc3)c3ccccc3)cc2)C1=O	-3	-7	-5	-6	8	0	7	7	-6	3
CCOC(=O)CSc1nc2c(c(=O)[nH]1)C(C)(CC)Cc1ccccc1-2 (centres undefined)	7	-10	-15	-26	3	-26	-1	-1	7	1
CCN(Cc1ccccc1)Cc1c(C)[nH]c2c(C)c(C)ccc2c1=O	1	-1	-10	-6	2	6	-1	2	0	-5
Cc1ccc(C(=O)OCC(=O)NCc2ccccc2)s1	-5	4	-1	-3	3	-1	5	4	-3	4
COC(=O)c1cc2sccc2n1CC(=O)N1CCCc2ccccc21	6	-13	10	-2	-10	-8	-5	1	2	4
CO[C@H]1/C=C/O[C@@]2(C)Oc3c(C)c(O)c4c(O)c(c(C=NN5CCN(C)CC5)c(O)c4c3C2=O)NC(=O)/C(C)=C\C=C\[C@H](C)[C@H](O)[C@@H](C)[C@@H](O)[C@@H](C)[C@H](OC(C)=O)[C@@H]1C	-19	35*	6	36*	-7	-5	4	83*	2	8
COc1ccc(-c2cc(C(F)(F)F)nc(-n3cncn3)n2)cc1	-5	5	7	-7	1	3	1	-4	-1	1
O=C(CN1CCN(C(=O)c2ccco2)CC1)Nc1cccc(S(=O)(=O)N2CCCC2)c1	-1	-4	-1	-5	-5	6	-6	5	6	-6
COc1ccc(C(O)c2nc(-c3cnn(C)c3)cs2)cc1 (centres undefined)	-6	7	0	/	1	8	2	1	-5	0
O=C1CCc2cc(S(=O)(=O)N3CCC(C(=O)NC4CCCC4)CC3)ccc2N1	-1	6	-1	-10	-3	0	-2	2	-4	0
Cc1nnc(NC(=O)c2ccc(C)c(S(=O)(=O)N3CCOCC3)c2)s1	5	3	1	3	0	-2	-3	-3	0	-1
O=c1c2ccccc2nc2sc(Nc3ccc(F)cc3)nn12	1	0	1	-2	-1	0	3	4	-1	-4
O=C(CSCCc1ccccn1)Nc1cccnc1Cl	1	3	-5	4	4	7	-3	0	14	-2
CCN(CC)c1cc2c(c3c1ccn3C)C1CCC2O1 (centres undefined)	-4	2	5	/	3	13	5	1	2	-1
N#CCc1cnc2ccccc2n1	-8	8	18*	28	1	28*	2	7	17	0
CCCCC(=O)N/N=C(\C)c1cccc(NC(=O)C2CC2)c1	2	7	-12	0	-6	-4	3	0	-3	2
CCOC(=O)c1c(-c2ccccc2)csc1NC(=O)CSc1nncs1	-3	-17	-5	-23	4	2	6	4	-1	4
Cc1ccc(C)c(OCCCCn2ccnc2)c1	-5	0	-4	-1	-1	7	7	-7	-2	0
NC(CC(=O)O)c1ccc(Br)cc1 (centres undefined)	2	4	-6	0	-2	2	1	0	-1	-1
O=C(N/N=C/c1c[nH]c2ccccc12)c1cc2ccccc2o1	1	7	9	1	-1	-7	-10	10	6	-1
O=C(NN1C(=O)C2C3C=CC(C3)[C@H]2C1=O)c1cccnc1 (some centres undefined)	-3	2	1	0	2	-8	2	-4	-3	3
COc1ccc(-c2ccc3[nH]c4c(c3c2)CCN2C[C@H]3[C@H](C)ON(C)[C@H]3C[C@@H]42)cc1	0	9	-3	7	-1	-2	-7	7	0	2
N#CCCn1nc2c(c1N)CCC2	0	1	4	0	8	-3	-3	5	-1	-1
CCc1cccc(N(C)C(N)=Nc2cccc3ccccc23)c1	-2	-10	-4	4	3	7	6	4	-4	-1
COCCNC(=S)N1C[C@H]2CON(C)[C@H]2C[C@H]1c1ccccc1Br	-4	-3	1	/	4	-16	6	2	-2	3
CCCC(=O)N1c2ccccc2NC2=C(C(=O)CCC2)C1c1ccc(F)cc1 (centres undefined)	0	1	-4	3	-4	10	4	-3	0	-1
CCS(=O)(=O)N1Cc2ccccc2CC1C(=O)Nc1cccc(C)c1 (centres undefined)	4	-3	-10	-17	-7	-1	-3	8	0	-11
Cn1cccc1C(=O)NC(=O)COC(=O)Cc1coc2ccc3ccccc3c12	-4	-10	-1	-21	1	3	6	19	-2	2
CC(C)Nc1ncnc2c1ncn2[C@H]1CN(Cc2ccco2)C[C@@H](CO)O1	3	4	-1	/	-1	3	3	-1	-5	3
N#Cc1cccc(S(=O)(=O)NNC(=O)C23CC4CC(CC(C4)C2)C3)c1	5	4	3	3	2	2	-1	5	2	-9
CCC(OC(=O)c1ccco1)C(=O)NCc1ccc(OC)cc1 (centres undefined)	2	2	-4	5	4	12	3	-4	2	-4
Nc1nc(-c2ccc(F)cc2)cc(C(F)(F)F)n1	3	0	6	-10	2	8	-1	-2	-2	2
CCN(CC)CCCCCC(=O)Nc1ccccc1C(=O)Nc1ccccc1	1	3	2	1	2	4	7	0	1	-5
COC(=O)c1cccc(S(=O)(=O)N2CCC(c3nc4ccccc4o3)CC2)c1	-1	-6	9	-7	1	-6	10	-6	-1	-3
Cc1ccc(OCC(=O)N(Cc2ccccc2)c2c(N)n(Cc3ccccc3)c(=O)[nH]c2=O)c(C)c1	-2	1	-9	-13	-3	-12	6	-11	-2	-2
Cc1nc2oc3ccc(F)cc3c(=O)c2cc1C(=O)NC(C)(C)C	-2	-2	-2	-9	0	1	11	-4	-3	0
CCC(=O)N(Cc1ccco1)c1nc(-c2cc(OC)ccc2OC)cs1	12	49*	2	8	3	16	-3	4	-1	-6
O=C(CSc1nc2ccc([N+](=O)[O-])cc2[nH]1)NC1CCCCCC1	2	1	-5	-22	9	-13	-5	7	4	-2
CCNc1nc(NCC)nc(N(C)N)n1	-4	7	8	5	4	1	3	-7	-5	1
CC(=O)Nc1ccc(SCc2c(C)noc2C)cc1	3	-4	4	-2	1	-12	1	-4	21*	-3
O=C(c1ccc(-n2cccn2)cc1)N1CCN(c2ncccc2C(F)(F)F)CC1	1	-3	-6	-3	1	5	4	-8	-7	2
O=C1CN(C(=O)COC(=O)c2ccccc2NC(=O)c2ccco2)c2ccccc2N1	-3	8	-1	-12	-14	-8	-1	12	3	2
CN(C)CCCN(C(=O)c1ccco1)c1nc2ccc(Br)cc2s1	-3	4	3	5	-22	-3	2	3	-4	3
Cc1ccccc1C(=O)NC[C@@H]1CCCN2CCCC[C@H]12	8	13	2	7	2	10	-2	1	7	-4
Cc1cc(=O)oc2cc(NS(=O)(=O)c3ccccc3)ccc12	-11	2	-2	6	6	11	1	1	-5	-5
COC(=O)c1ccccc1N1C(=O)C2C(C1=O)[C@H]1C=C[C@@H]2C1 (some centres undefined)	0	-12	-1	-3	6	9	4	1	1	1
CCNC(=O)COC(=O)/C=C/c1ccccc1[N+](=O)[O-]	1	7	6	2	-1	-1	-3	-4	-1	-2
Cn1c(=O)c2c(nc(NCc3ccco3)n2C/C=C/c2ccccc2)n(C)c1=O	-3	10	8	-6	21	6	-3	0	0	-1
Cc1cccc(C(=O)OCC(=O)c2c(N)n(CC(C)C)c(=O)n(C)c2=O)c1O	8	-27	-6	-36	1	-16	4	4	6	-2
O=C(CNS(=O)(=O)c1ccccc1)N1CCN(C(=O)c2ccco2)CC1	-2	6	1	-3	1	5	1	-1	-2	1
CN1C(=O)c2cc(NC(=O)Nc3ccccc3F)ccc2OC[C@H]2O[C@@H](CC(=O)NCc3ccc(-c4ccccc4)cc3)CC[C@@H]21	13	-4	-18	/	-4	1	/	10	-2	6
Nc1c(C(=O)O)cnn1-c1ccccc1	-5	-1	6	8	2	5	4	-2	-1	3
O=C(Nc1ccc2c(c1)OCCO2)C1CCN(c2nnnn2-c2ccccc2)CC1	1	0	-4	-5	-3	9	3	-8	-1	0
CN(C)c1ccc(NC(=O)/C=C/c2ccccc2Cl)cc1	0	13	0	2	-4	7	0	5	2	-4
Cc1ccccc1NC(=S)N1CCCN(Cc2ccc(F)cc2)C1	4	-1	4	-3	2	-4	0	-3	-1	-5
Cc1ccccc1OCC(=O)N/N=C/c1ccc([N+](=O)[O-])o1	-2	28	6	14	-1	-9	3	10	9	0

Screens deposited in PubChem by several laboratories.

This is a subset; the hit share may differ from the screen's.
